# Pf growth 48h: P. falciparum growth inhibition at 48 hours (one generation); Potency, µM (series often up to 28.7 µM), without a hit: at the highest dose activity change, negative = inhibition, usual class: inhibitors; actives 5.9% (n = 310,000); P. falciparum luciferase growth in erythrocytes, 48 h; AID 504832
#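 First compound was added to culture medium, then infected red cells at 0.1% parasitemia and 2% hematocrit (final). After incubation at 37 C under 5% CO2, luciferase detection reagent was dispensed and light output recorded.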
# LmPK inhibitor: inhibitors of Leishmania mexicana pyruvate kinase. Potency, µM (series often up to 57.5 µM), for inactives: at the top dose activity change, negative = inhibition, usual class: inhibitors. AID 1721. Q27686. purified LmPK, Kinase-Glo ATP luminescence, 1 h. actives 0.37% (n = 290,000)
# Target sequence (Q27686 whole entry, looked up): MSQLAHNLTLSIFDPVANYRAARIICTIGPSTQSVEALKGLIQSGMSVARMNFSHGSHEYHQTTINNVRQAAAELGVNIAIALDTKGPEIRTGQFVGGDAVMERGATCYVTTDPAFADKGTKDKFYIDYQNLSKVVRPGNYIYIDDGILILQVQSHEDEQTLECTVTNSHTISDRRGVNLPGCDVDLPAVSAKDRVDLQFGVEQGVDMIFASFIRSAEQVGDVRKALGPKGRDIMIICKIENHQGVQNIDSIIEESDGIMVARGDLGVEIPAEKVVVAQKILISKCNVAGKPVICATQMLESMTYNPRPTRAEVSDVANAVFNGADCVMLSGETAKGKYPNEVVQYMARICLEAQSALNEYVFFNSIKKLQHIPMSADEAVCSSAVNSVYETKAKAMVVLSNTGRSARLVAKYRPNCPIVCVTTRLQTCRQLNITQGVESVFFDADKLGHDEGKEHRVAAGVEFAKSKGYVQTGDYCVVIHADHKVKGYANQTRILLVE
#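 Screened at intermediate enzyme activity to detect both inhibitors and activators: LmPK at 0.1 nM, with a 0.5 nM enzyme column as activation reference. PEP 0.5 mM, ADP 0.1 mM; ATP detected by luminescence after 1 h.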
# TbPYK inhibitor: T. brucei pyruvate kinase inhibition. Q57TT1. TbPYK enzyme, Kinase-Glo Plus ATP luminescence, 45 min. Potency, µM (doses to about 76.8 µM), for the others: top-dose activity, negative = inhibition, usual class: inhibitors. actives 0.12% (n = 410,000). AID 624173; note: nearly all actives have a fitted effect of over 50% in size
#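 T. brucei PYK with substrate was exposed to pin-transferred compounds across a concentration series, then started with 130 uM ADP (final). After 45 min at room temperature, Kinase-Glo Plus luminescence was read, normalized and curve-fitted.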
# Pf growth 96h: P. falciparum growth inhibition at 96 hours; P. falciparum luciferase reporter growth, 96 h; Potency, µM (doses to about 28.7 µM), without a hit: at the top dose activity change, negative = inhibition, most hits filed as inhibitors; actives 6.9% (n = 320,000)
#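 Luminescence readout: decreased luciferase signal marks inhibited growth of reporter-expressing P. falciparum in infected red cells (2% hematocrit, 0.05% parasitemia final), exposed to compound two generations (96 h, 37 C, 5% CO2).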
# HCV inhibitor: inhibitors of hepatitis C virus infection; Huh7.5.1 HCVcc-Cre infection, luciferase reporter, 44 h; Potency, µM (highest dose often 41.8 µM), for the others: at the top dose activity change, negative = inhibition, hits mostly inhibitors; actives 3.4% (n = 340,000)
#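 Infectious HCV cell culture screen: compound-treated cells (1,000/well, pre-plated 4 h) are infected with HCVcc-Cre at roughly 0.5 moi and grown 44 h. Infection is quantified by luciferase signal after 15 min substrate incubation at room temperature.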
# Sm TGR block: S. mansoni TGR enzyme inhibition; Q962Y6; purified TGR, DTNB reduction, TNB absorbance 405 nm; Potency, µM (doses to about 114 µM), inactives show at the top dose activity change, negative = inhibition, most hits filed as inhibitors; actives 3% (n = 360,000); note: nearly all actives have a fitted effect of over 60% in size
#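 Kinetic colorimetric format: TGR-catalysed, NADPH-driven DTNB reduction monitored via TNB absorbance. Enzyme dispensed at 20 nM; compound exposure 15 min at room temperature before reaction start.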
# The depositor's hits bear a star; ? = inconclusive; / = not tested or not shown; [ ] = another dose, or the depositor's remark. Calls come from the whole dose curve; as a rule, active = well fitted curve in the direction sought with a large enough effect; inconclusive = small, poorly fitted or top-dose-only effect, or another doubt; inactive = no such curve, though single readings can be large; an effect the other way counts as inactive or inconclusive. % is set by controls: 0 for no effect and ±100 for the full control effect; potency is the fitted concentration of half-maximal effect.
Structure,Pf growth 48h,LmPK inhibitor,TbPYK inhibitor,Pf growth 96h,HCV inhibitor,Sm TGR block
CCCCn1c(=O)c(CCC(=O)OCC(=O)Nc2cc(Cl)ccc2OC)nc2ccccc21,-3%,1%,-9%,-3%,13%,0%
COc1ccc(C(=O)NCC(=O)N2CCN(C(=O)c3ccco3)CC2)cc1OC,0%,/,3%,16%,12%,-9%
O=C(NCC1(N2CCOCC2)CCCCC1)c1ccc(Cl)c(S(=O)(=O)NCc2ccco2)c1,6.6µM*,1%,-1%,26%,-6%,-34%
Cc1cc2occ(CC(=O)Nc3nccs3)c2cc1C(C)C,?,4%,-1%,/,?,-1%
COc1ccc(C2c3c(-c4ccccc4O)n[nH]c3C(=O)N2CCc2ccc(OC)c(OC)c2)cc1 (configuration not stated),7.4µM*,1%,2%,46%[activator],?,0%
CC(OC(=O)/C=C/c1cccs1)C(=O)NC1CCCCC1C (configuration not stated),-1%,-12%,0%,-3%,0%,?
CC(C)NC(=O)CCCOc1ccc(Cl)cc1Cl,/,2%,-9%,10µM*,2%,-3%
CCNC(=O)CSc1nnc(-c2ccccc2)n1-c1ccc(OCC)cc1,1%,10%,-5%,/,-10%,-1%

# The closing 4 records of the section before lead into the next.
Structure,Pf growth 48h,LmPK inhibitor,TbPYK inhibitor,Pf growth 96h,HCV inhibitor,Sm TGR block
COc1ccc(C2c3c(-c4ccccc4O)n[nH]c3C(=O)N2CCc2ccc(OC)c(OC)c2)cc1 (configuration not stated),7.4µM*,1%,2%,46%[activator],?,0%
CC(OC(=O)/C=C/c1cccs1)C(=O)NC1CCCCC1C (configuration not stated),-1%,-12%,0%,-3%,0%,?
CC(C)NC(=O)CCCOc1ccc(Cl)cc1Cl,/,2%,-9%,10µM*,2%,-3%
CCNC(=O)CSc1nnc(-c2ccccc2)n1-c1ccc(OCC)cc1,1%,10%,-5%,/,-10%,-1%
C=C(C)COc1ccc(-c2n[nH]c(C)c2-c2ccccc2OC)c(O)c1,8.3µM*,1%,-7%,12µM*,?,-23%
NC(=O)c1cc(S(=O)(=O)N2CCOCC2)ccc1Sc1ccccc1N,5%,/,-6%,9%,8%,-3%
CCN(CC)S(=O)(=O)c1cc(NC(=O)c2ccc(-n3cncn3)c([N+](=O)[O-])c2)ccc1C,13µM*,-7%,4%,15µM*,11µM*,-9%
CC(C)NS(=O)(=O)c1ccc(CCC(=O)NCc2cccnc2)cc1,17%,-2%,-1%,?,17%,5%
O=C(NC1CCCc2c1cnn2-c1ccccc1F)c1ccccc1N1CCOCC1 (configuration not stated),?,-2%,1%,-17%,-7%,0%
O=C1C(N2CCOCC2)=C(n2nnc3ccccc32)C(=O)c2ccccc21,/,-18%,-1%,2.3µM*,7.1µM*,?
Cc1cc(C)n(-c2ccc(C(=O)N3CCc4ccccc43)cc2)n1,40%[activator],-3%,3%,10%,?,8%
CCOC(=O)c1nnn(-c2nonc2N)c1-c1ccccc1,?,-2%,-1%,15%,?,-20%
C=CCOC(=O)C1=C(C)N=C2SCCC(=O)N2C1/C=C/c1ccccc1 (configuration not stated),?,6%,9%,-32%[1.15 µM],?,8%
O=C(NCc1cccnc1)C(=O)NCC(c1ccco1)N1CCN(c2ccc(F)cc2)CC1 (configuration not stated),?,5%,0%,?,?,-5%
COc1cccc(CNC(=O)Cn2nc([N+](=O)[O-])c(Br)c2C)c1,-10%,-3%,-9%,18%,-1%,4%
COCCNCCOc1ccc(C(C)(C)c2ccccc2)cc1,-3%,-1%,4%,-29%,?,8%
CCOc1ccc(NC(=O)Cc2cccc3ccccc23)c([N+](=O)[O-])c1,-9%,1%,-3%,29%,-1%,-1%
O=C(Nc1cc(C(F)(F)F)ccc1N1CCOCC1)c1ccc2ccccc2n1,84%[activator],0%,1%,?,?,0%
CC(NC(=O)C12CC3CC(CC(C3)C1)C2)C(=O)N/N=C/C1=C(N2CCOCC2)C(=C\c2ccccc2)/CC1 (configuration not stated),?,-5%,0%,?,?,-14%
COc1ccc(OC)c(C2C(C#N)=C(N)Oc3cc(C)n(Cc4ccccn4)c(=O)c32)c1 (configuration not stated),-8%,0%,-7%,-4%,18%,-4%
CCOC(=O)N1CCN(Cc2c(F)cccc2Cl)CC1,19%,-7%,-1%,44%[activator],-9%,12%
CCC(NC(=O)c1cc(COc2cncc(Cl)c2)on1)c1ccncc1 (configuration not stated),8%,-1%,0%,?,?,-23%
CCC(C)(C)C1CCC2(CC1)NC(=O)N(CC(=O)N1CCN(S(=O)(=O)c3cc(C)ccc3C)CC1)C2=O (configuration not stated),7%,-2%,-3%,16%,/,-5%
CS(=O)(=O)c1[nH]nc(-c2ccccc2Cl)c1C#N,10%,9%,10%,13%,6%,11%
COc1cc(C(=O)O/N=C(\N)c2ccc([N+](=O)[O-])cc2)cc(OC)c1OC,?,1%,2%,0%,?,8%
CCC(C)CCCCC(=O)NC(CCN)C(=O)NC(C(=O)NC(CCN)C(=O)NC1CCNC(=O)C(C(C)O)NC(=O)C(CCN)NC(=O)C(CCN)NC(=O)C(CC(C)C)NC(=O)C(Cc2ccccc2)NC(=O)C(CCN)NC1=O)C(C)O (configuration not stated),3%,/,0%,-29%,/,/
O=c1nc2ccc(Cl)cn2c2ccc(S(=O)(=O)N3CCCCC3)cc12,?,-3%,-13%,?,-28%,-23%
FC(F)(F)c1cc(Cl)c2nnc(-c3cccnc3)n2c1,50%[activator],3%,6%,53%[activator],10%,17%
C=CCOc1ccc(/C=C/C(=O)OCC(=O)NCCC2=CCCCC2)cc1,-10%,-7%,-3%,1%,-9%,-1%
COC(=O)c1ccc(NC(=O)C2CCCN(S(=O)(=O)c3cnc[nH]3)C2)cc1 (configuration not stated),/,0%,-2%,-3%,4%,-4%
CCCc1cc(=O)oc2cc(OCC(=O)N3CCC(C(N)=O)CC3)ccc12,-11%,-11%,4%,0%,7%,6%
O=C(Nc1ccc([N+](=O)[O-])cc1)c1ccccc1F,272%[activator],10%,2%,?,6%,-7%
CCCCC(=O)N/N=C/c1c(O)n(C2CC2)c(=S)[nH]c1=O,28%,-1%,6%,14%,26%,-6%
COc1ccc(CCNC(=O)c2ccc(Cl)c(S(=O)(=O)N3CCCC3)c2)cc1,12µM*,/,1%,6.6µM*,11µM*,1%
O=c1c2ccccc2nc(-c2ccc(-c3ccccc3)cc2)n1-c1ccncc1,?,2%,4%,?,5%,6%
COc1cc(OC)c2c(-c3ccccc3)cc(=O)oc2c1C(CCN1CCCCC1)c1ccc2c(c1)OCO2 (configuration not stated),?,0%,4%,9.3µM*,?,-5%
O=C(Cc1ccccc1[N+](=O)[O-])N1CCN(c2ccc(F)cc2)CC1,-3%,0%,-3%,39%[activator],-18%,-1%
C/C(=N\OC(=O)Nc1ccc(Cl)cc1)c1ncc(C(F)(F)F)cc1N1CCOCC1,-20%,-7%,-16%,/,-4%,?
O=C(NCc1ccc2c(c1)OCO2)Nc1ccc2nsnc2c1,31%[activator],4%,1%,0%,-20%,-1%
O=C(NC1CCCCCC1)c1cc(S(=O)(=O)N2CCCCC2)ccc1N1CCOCC1,12µM*,2%,-5%,?,6%,4%
Nc1nnc(CCS(=O)(=O)c2ccc(Br)cc2)s1,13%,1%,1%,0%,13%,2%
Cc1cccc(-c2noc(CNC(=O)c3ccoc3C)n2)c1,12%,0%,2%,-2%,-4%,?
Cc1ccc(-c2nnc(-c3ccccc3S(=O)(=O)Cc3ccc(Cl)cc3)o2)cc1,?,6%,0%,?,-21%,2%
OCCN(Cc1ccccc1)Cc1nc(CC2CC2)no1,4%,-3%,-4%,1.7µM*,11%,11%

# Other compounds
# Order of values: Pf growth 48h | LmPK inhibitor | TbPYK inhibitor | Pf growth 96h | HCV inhibitor | Sm TGR block
CCC(=O)NCCc1nc2ccccc2n1Cc1ccc(C)cc1
 : 15% | 2% | 0% | ? | 10% | 19%
O=C1NC(c2ccccc2)=CC(c2ccccc2)N1 (configuration not stated)
 : -11% | -2% | 9% | -6% | 8% | -6%
O=C(NCCCN1CCOCC1)c1cc(-c2ccc(Cl)c(Cl)c2)on1
 : ? | 1% | 1% | 336%[activator] | 13µM* | -9%
CCOC(=O)[C@H](CCc1ccccc1)N[C@@H](C)C(=O)N1CCC[C@@H]1C(=O)O
 : 0% | / | 1% | 0% | 13% | 6%
Cc1cc2ccccc2nc1Br
 : 11% | -4% | 1% | -9% | 31%[activator] | -8%
O=C(N/N=C/c1cc([N+](=O)[O-])ccc1O)NC12CC3CC(CC(C3)C1)C2
 : -67% | 4% | -4% | 3.3µM* | 7% | -13%
Cc1cccc(C)c1NC(=O)CN(C)S(=O)(=O)c1ccc(-c2ccc(=O)[nH]n2)s1
 : ? | -9% | 4% | 3% | -1% | ?
O=C(NCc1ccc(F)cc1)c1ccc[nH]1
 : 4% | -4% | 8% | 9% | 24% | /
O=C(NCc1ccc(F)cc1)c1cccc2c1C(=O)N(Cc1cccnc1)C2
 : -6% | 10% | 0% | -24% | -5% | -9%
Cc1ccc(CC2SC(=Nc3ccccc3)N(c3ccccc3)C2=O)cc1 (configuration not stated)
 : 10µM* | 1% | 13% | 197%[activator] | -9% | 7%
COc1cc(OC)cc(C(=O)Nc2ccc(-c3nc4ccccc4o3)c(O)c2)c1
 : 68%[activator] | 1% | -1% | -7% | ? | 10%
CN(C)S(=O)(=O)c1ccc(C(=O)Nc2ccc(CN3CCCC3)cc2)cc1
 : ? | -1% | -9% | / | 17% | -8%
Cc1cc(C)c2c(=O)n(CC(=O)Nc3cccc(Cl)c3C)sc2n1
 : 0% | ? | ? | 25% | 36%[activator] | -36%
CCc1ccc(S(=O)(=O)NCc2ccc(N3CCN(C)CC3)cc2)cc1
 : 36%[activator] | 2% | 1% | 0% | 16% | -2%
COc1cc(-c2nc3ccc4ccccc4c3c3c2CCC3)cc(OC)c1OC
 : 15% | 3% | 3% | 47%[activator] | 5.6µM* | -19%
COc1cc(C(=O)NNC(=O)CSc2nnc3ccccn23)cc(OC)c1OC
 : -4% | / | 5% | -8% | 22% | -11%
COc1cccc(-c2nn(-c3ccccc3)cc2C(=O)O)c1
 : -9% | -4% | -2% | 21% | 7% | 3%
O=c1c(S(=O)(=O)c2ccc(Cl)cc2)cn(Cc2ccccc2)c2ccc(F)cc12
 : ? | 3% | -1% | 12µM* | -20% | 6%
COc1ccc(C)cc1Cn1nnc2ccccc21
 : ? | / | -3% | 33%[activator] | 1% | 0%
CN(C)CC(C)(C)CNC(C(=O)Nc1ccc(Cl)cc1C(F)(F)F)c1ccccc1 (configuration not stated)
 : ? | 2% | -2% | ? | -25% | -1%
Cc1ccnc(NC(=O)c2sc3cc(Cl)ccc3c2Cl)c1
 : 219%[activator] | -1% | 3% | 38%[activator] | 0% | -16%
O=C(C1CCN(S(=O)(=O)c2cccnc2)CC1)N1CCCCC1
 : / | 2% | 4% | 60%[activator] | 16% | 1%
Cn1cccc1-c1cc(C(=O)N/N=C/c2ccccc2Cl)[nH]n1
 : -3% | 8% | 3% | 0% | -16% | -35%
CCc1csc(CCNC(=O)C2CCC(=O)N(Cc3ccccc3F)C2)n1 (configuration not stated)
 : -9% | 6% | 0% | 21% | -18% | -22%
O=C(CN1C(=O)COc2ccc(Cl)cc21)NCC1CCCO1 (configuration not stated)
 : 3% | 2% | 10% | -2% | 7% | 5%
